M1 ag – activates the M1 muscarinic receptor; AID 626; 64,000 compounds, 3% hits; B-score at 10 µM; CHO-M1 cells, Fluo-4 calcium fluorescence, agonist mode; hits give high values;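 active = fluorescence rise, raw or as B-score row- and column-corrected plate score, outside the 99.7% band of its plate's samples, either direction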
S1P3 ag – activates the human S1P3 receptor | activation, % at 4.5 µM | S1P3 NFAT-BLA reporter cells, agonism, FRET ratio; relative to 1 µM S1P, basal subtracted | 60,000 compounds, 0.1% hits;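 active = activation above the screen-wide mean plus 3 SD, cut at about 4.5% in these data, passing the limit was not always enough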; also: some compounds called inactive have numbers as strong as hits
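Assay system: CHO cells stably expressing human S1P3, Gα16 and NFAT-β-lactamase reporter. Timing: overnight plating, 4 h compound 37 °C, 2 h substrate RT. Signal: β-lactamase FRET emission ratio 460/535 nm. Measure: percent activation versus median 1 µM S1P response, basal-subtracted, per plate. Repeats: primary screen single test, confirmation screen in triplicate.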
M1 antag – M1 muscarinic receptor (rat) antagonism. CHO-M1 cells, Fluo-4 calcium, ACh EC80 antagonist mode; hits give low values. B-score at 10 µM. 64,000 compounds, 3.4% hits. AID 628;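 active = calcium fluorescence response, raw or row-and-column corrected B-score, differing from the plate sample mean either way at a set confidence level, mostly lower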
TNAP act mid DEA – activates human TNAP at intermediate phosphate acceptor concentration; purified TNAP, CDP-star luminescence, 100 mM DEA, 30 min; hits give high values; scale: 0 levamisole-inhibited, 1 vehicle-only enzyme; activation factor at 20 µM; P05186; 64,000 tested, under 10 active;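 active = activation factor of at least 2 at 20 µM, relative to controls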
S1P1 ag pot – agonists and agonism potentiators of human S1P1 receptor; S1P1 CRE-bla cells, forskolin, beta-lactamase FRET, potentiator mode; S1P1 agonist co-added at EC20, 2 nM; 100% = saturating reference agonist, 0% = basal; AID 449; activation, % at 9.5 µM; 56,000 compounds, 0.57% hits;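 active = activation above a cutoff set at the mean activation of all tested compounds plus 3 SD, cut at about 54% in these data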;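 also: forskolin at 4 µM as EC80 and the EC20 agonist is SEW2871; 100% = SEW2871 at its EC100 plus forskolin at EC80; some compounds past the cut are filed as inactive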
Target sequence (P21453 whole entry, looked up): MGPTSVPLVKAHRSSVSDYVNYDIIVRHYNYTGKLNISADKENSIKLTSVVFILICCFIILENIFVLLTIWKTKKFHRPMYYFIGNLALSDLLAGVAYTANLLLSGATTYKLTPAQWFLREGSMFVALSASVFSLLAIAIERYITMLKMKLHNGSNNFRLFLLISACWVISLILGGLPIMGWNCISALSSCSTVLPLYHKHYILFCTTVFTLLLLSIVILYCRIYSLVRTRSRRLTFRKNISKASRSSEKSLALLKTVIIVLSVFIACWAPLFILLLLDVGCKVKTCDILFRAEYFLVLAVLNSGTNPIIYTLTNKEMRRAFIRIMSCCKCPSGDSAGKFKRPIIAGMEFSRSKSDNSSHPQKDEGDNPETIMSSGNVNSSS
E coli RNAP – blocks E. coli RNA polymerase transcription. fluorescence transcription assay. P0A8V2. 62,000 compounds, 0.2% hits. inhibition, %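 (tested at 10 µM)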; in the data active = inhibition above about 20%;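 also: 0% = enzyme without compound and 100% = no enzyme blank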
Jurkat viability – cytotoxicity toward Jurkat cells; Jurkat E6.1 viability, ATP luminescence, 48 h; inhibition, % at 4 µM; 56,000 compounds, 1.2% hits;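 active = inhibition above the mean inhibition of all tested compounds plus 3 SD, cut at about 28% in these data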
HEK293 NFkB inh – inhibitors of the PMA/ionomycin-induced NF-kB reporter in HEK293 cells; 62,000 compounds, 0.21% hits; HEK-293 NF-kB luciferase reporter, luminescence; inhibition, % at 3 µM;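 active = inhibition above the mean of all tested compounds plus 3 SD, cut at about 40% in these data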;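 also: 0% = stimulated DMSO wells and 100% = 10 µM reference inhibitor 5653914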
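Signal: luciferase luminescence; Material: HEK-293 cells with stable firefly luciferase reporter driven by four HIV NF-kB elements; Probe or stimulus: PMA with ionomycin; Replication: tested once; Times: 1 h compound pretreatment, then 16 h stimulation at 37 °C, 5% CO2; Benchmarks: DMSO and 10 µM reference inhibitor; Evaluation: per-plate % inhibition versus controls.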
D1 allo mod – allosterically modulates the human D1 dopamine receptor | P21728 | HEK293 D1, CRE-luciferase, dopamine EC30 potentiation; actives deviate in either direction | B-score at 10 µM | 58,000 compounds, 5.9% hits | AID 641;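 active = luminescence count or its row- and column-corrected plate score outside the 99.7% band of the plate's sample wells, on either side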
Target sequence (P21728 whole entry, looked up): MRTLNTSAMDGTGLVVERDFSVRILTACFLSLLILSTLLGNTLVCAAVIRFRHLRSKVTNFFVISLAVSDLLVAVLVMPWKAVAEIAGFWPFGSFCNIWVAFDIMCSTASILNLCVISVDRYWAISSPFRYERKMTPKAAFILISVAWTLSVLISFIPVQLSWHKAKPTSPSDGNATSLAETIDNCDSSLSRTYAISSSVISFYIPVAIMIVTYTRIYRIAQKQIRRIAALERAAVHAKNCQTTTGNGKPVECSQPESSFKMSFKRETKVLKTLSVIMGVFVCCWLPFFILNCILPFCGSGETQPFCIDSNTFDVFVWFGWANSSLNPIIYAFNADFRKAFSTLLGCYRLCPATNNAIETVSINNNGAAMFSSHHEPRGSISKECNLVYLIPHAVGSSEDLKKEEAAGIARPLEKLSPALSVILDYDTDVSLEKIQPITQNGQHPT
The depositor's hits bear a star; x = no result given.

SMILES	M1 ag	S1P3 ag	M1 antag	TNAP act mid DEA	S1P1 ag pot	E coli RNAP	Jurkat viability	HEK293 NFkB inh	D1 allo mod
CCC(c1nnc(SCC(=O)NCCc2ccc(Cl)cc2Cl)o1)N(C)C (configuration not stated)	0.19	0.3	-1	0.9	11.7	10.3	-2.6	11.8	-0.00425
CCCNC(=O)NC(=O)CN1C(=O)NC(C)(c2ccc(C)cc2)C1=O (configuration not stated)	-0.434	0.9	0.00168	0.9	-20.0	2.6	-4.6	3.9	-0.0351
CC1CCCCC1NC(=O)C1CCN(S(=O)(=O)c2ccc3c(c2)CCC(=O)N3)CC1 (configuration not stated)	-0.705	0.4	-0.44	1	-12.1	5.2	3.3	12.2	0.183
CC(=O)c1c(C(C)=O)c(C)n(-c2ccc(C(=O)O)cc2)c1C	1.04	-0.5	0.000866	0.9	11.3	x	-6.4	11.5	0.509
Cc1ccc(-c2nn3c(C)nnc3c3ccccc23)cc1S(=O)(=O)N1CCN(CCO)CC1	-0.374	-1.3	0.316	0.9	-43.3	x	6.1	18.0	0.249
CCC1CCCCN1Cc1ccc(OC)c(OC)c1 (configuration not stated)	0.0955	-1.5	0.164	0.9	-13.0	-5.5	-5.3	9.8	-1.57
CCn1c(SCC(=O)Nc2nc3ccc(C)cc3s2)nc2c(c1=O)SC(C)C2 (configuration not stated)	0.0225	-1.1	0.0284	0.9	54.9*	0.7	16.1	4.9	1.89
CCc1ccc(OCc2nc(-c3ccccn3)no2)c(Br)c1	0.597	-0.1	0	0.4	37.9	5.9	5.0	-45.2	-5*
CCOC(=O)N1CCN(C(=O)c2cc(S(=O)(=O)N3CCCC3)cn2C)CC1	0.849	-1.0	-0.623	0.9	3.4	9.4	7.3	17.4	-0.443
CC(C)C1Cc2[nH]c(=O)c(C(=O)O)cc2CO1 (configuration not stated)	-0.46	-1.0	0.0268	1	-5.0	2.1	-0.7	9.2	0.246
COCCn1c(SCc2nnc(-c3ccccc3)o2)nc2sc3c(c2c1=O)CCC3	0.202	-1.2	-0.459	1	0.1	3.9	5.3	3.2	-4.99*
O=C(COC(=O)C1CCN(C(=O)c2ccc(Cl)cc2)CC1)c1ccco1	0.34	-0.3	-0.989	0.9	-1.7	-7.5	-0.1	4.5	0.356
CCOC(=O)c1c(NC(=O)Cc2cccs2)sc2c1CCCC2	-1.16	-0.4	-1.59	0.8	-13.9	5.1	-3.2	26.2	1.1
COc1ccc(-n2c(C)nnc2SCC(=O)N2C(C)CCCC2C)cc1 (configuration not stated)	-0.839	0.0	-0.116	0.9	-9.5	7.5	0.3	15.4	-0.47
CCCCCOC(=O)C1[C@H]2C(=O)N(c3ccccc3CC)C[C@]23C=C[C@H]1O3 (some centres not stated)	0.206	-0.1	0.554	0.9	18.2	8.7	4.2	16.2	-1.15
CCCCC(=O)NCCc1cc2c(C)ccc(C)c2[nH]c1=O	-0.542	-0.4	0.321	0.8	-7.8	2.8	0.5	-1.7	-0.749
CCC(C)NC(=O)Cn1cccc1C(=O)c1ccccc1 (configuration not stated)	0.168	-0.5	0.411	1	1.0	1.1	-1.6	-0.1	0.0157
CCCOC(=O)c1cccc(NC(=O)C(C)(C)C)c1	0.336	-0.5	0.525	0.9	x	7.5	-7.6	7.2	-0.291
CCCN1C(=O)c2cc(C(=O)NCCc3cccc(C)c3)ccc2C1O (configuration not stated)	-0.53	-1.3	0.884	1	-2.3	2.0	0.3	24.1	0.874
C=CCn1c(SCC(=O)NC2CCCCC2)nnc1-c1ccc(OC)cc1	0.683	x	-0.193	1	x	6.2	x	x	-0.835
CCOC(=O)C1CCN(C(=O)Cn2cc(C(=O)C3CC3)c3ccccc32)CC1	0.437	-0.8	-0.359	1	-0.4	6.0	14.7	1.3	-0.209
O=C(c1csc2ccccc12)N1CCCCCC1	-0.293	-1.4	-0.253	0.9	-8.0	4.2	2.5	-4.4	-0.215
O=C1NC2(CCOc3ccccc32)C(=O)N1CC(=O)N(Cc1ccccc1)C1CCS(=O)(=O)C1 (configuration not stated)	-0.262	0.8	1.08	1	1.9	2.9	-6.5	10.2	-0.194
CCC(=O)c1ccc(OCC(O)CN2C(=O)NC(C)(C)C2=O)cc1 (configuration not stated)	0.804	-0.9	0.82*	0.9	-13.8	1.5	-6.4	14.1	x
Cc1cccn2c(=O)c3cc(C(=O)NCc4ccccn4)n(C)c3nc12	-0.541	-0.1	0.0409	1.1	-20.7	-9.9	-1.7	-5.5	0.762
Cn1c2c(c(=O)n(C)c1=O)C(NS(=O)(=O)c1ccccc1)(C(F)(F)F)C(=O)N2 (configuration not stated)	-0.000263	-0.2	-0.327	1	-26.6	0.4	-1.6	8.7	-0.0845
CCOC(=O)CNC(=O)CSc1nnc(-c2ccccc2OC)n1CC	-0.758	-1.4	0.265	0.9	-4.3	x	-0.7	1.4	x
Cn1cccc1Cc1nnc(SCC(=O)NCc2ccco2)n1-c1ccc(F)cc1	0.0185	-0.7	0.187	0.9	-30.7	2.0	-6.3	12.0	-0.008
CC(=O)c1nn(-c2cccc(Cl)c2)cc1C(=O)c1ccco1	-0.0484	-1.0	-0.474	0.9	-47.8	3.4	5.6	18.2	4.26*
C=C(C)Cn1c(SCC(=O)O)nc2c1c(=O)[nH]c(=O)n2C	-0.284	0.2	-0.761	0.9	-5.4	11.2	-1.7	2.5	0.825
N#CC1=C2SCN(c3ccc(F)cc3)CN2C(=O)CC1c1cccc(F)c1 (configuration not stated)	0.232	-0.7	-0.014	0.9	-24.8	2.1	4.9	0.5	-0.0172
O=C(NCCCN1CCCCC1)c1ccc2c(c1)NC(=O)C(N1CCCCC1)S2 (configuration not stated)	-0.631	-0.1	1.18	0.9	-3.2	3.8	-1.1	16.8	0.286
O=C(C1CCN(S(=O)(=O)c2cccc3nsnc23)CC1)N1CCN(c2ccccc2F)CC1	5.57	-0.3	0.0109	0.9	6.3	10.3	0.1	3.5	0.163
COc1ccc2c(CC(=O)N(C)CC3COc4ccccc4O3)coc2c1 (configuration not stated)	-0.86	0.2	-1.35	1	25.9	0.9	-4.0	5.3	0.0507
CCC(CC)C(=O)N(c1ccc(F)cc1)C1C=CS(=O)(=O)C1 (configuration not stated)	-0.455	0.3	0.2	0.9	-8.1	6.9	-8.1	7.7	-0.447
CSc1nc(C)c2c(c1C#N)CCCC2	-0.586	-5.0	-0.314	0.9	5.7	4.4	x	x	0.379
O=C(NCC1COc2ccccc2O1)c1ccc(NC(=O)C2CCCO2)cc1 (configuration not stated)	-0.524	x	0.17	0.9	x	4.0	x	7.7	-0.0702
COc1ccccc1NS(=O)(=O)c1ccc2oc(SC3CCOC3=O)nc2c1 (configuration not stated)	-1.26	-0.6	-0.602	0.9	-2.0	5.9	4.8	6.6	-0.0244
O=C(NCc1ccc2c(c1)OCO2)c1cccc(F)c1	-0.00463	-1.7	0.594	0.9	-8.8	0.2	0.6	7.4	1.55
CSc1nnc2c(n1)OC(C1CC=C(C)CC1)Nc1ccccc1-2 (configuration not stated)	-0.73	-1.1	0.00581	0.9	5.7	x	-1.3	5.8	0.152
FC(F)(F)c1ccc(N2CCN(c3cc(-c4ccccc4)nc4ncnn34)CC2)nc1	1.49	-0.6	-1.21	0.9	108.2*	7.0	1.6	23.9	-0.199
OCCSc1ncnc2c1oc1ccccc12	0.241	-0.3	-0.4	0.9	-36.5	2.9	2.3	6.1	2.46
CCCCN(C)Cc1c(C)[nH]c2ccc(Cl)cc2c1=O	-0.814	-0.5	0.0344	0.9	-20.0	8.2	1.1	9.1	0.172
O=C1CN(C(=O)CC2c3ccccc3-c3ccccc32)CC(=O)N1	-0.00322	-1.1	-0.106	1	x	0.1	-0.4	11.0	-0.852
Cc1ccc(NC(=O)C2CCCN(S(=O)(=O)c3ccc4c(c3)oc(=O)n4C)C2)nc1 (configuration not stated)	-0.381	-0.3	-0.738	1	-17.3	1.7	3.1	4.0	-0.149

Single records (already shown). Order of values: M1 ag | S1P3 ag | M1 antag | TNAP act mid DEA | S1P1 ag pot | E coli RNAP | Jurkat viability | HEK293 NFkB inh | D1 allo mod
FC(F)(F)c1ccc(N2CCN(c3cc(-c4ccccc4)nc4ncnn34)CC2)nc1 in the list: 1.49 | -0.6 | -1.21 | 0.9 | 108.2* | 7.0 | 1.6 | 23.9 | -0.199
COc1ccc2c(CC(=O)N(C)CC3COc4ccccc4O3)coc2c1 (configuration not stated) in the list: -0.86 | 0.2 | -1.35 | 1 | 25.9 | 0.9 | -4.0 | 5.3 | 0.0507
OCCSc1ncnc2c1oc1ccccc12 in the list: 0.241 | -0.3 | -0.4 | 0.9 | -36.5 | 2.9 | 2.3 | 6.1 | 2.46

(next part)
SMILES	M1 ag	S1P3 ag	M1 antag	TNAP act mid DEA	S1P1 ag pot	E coli RNAP	Jurkat viability	HEK293 NFkB inh	D1 allo mod
CC1CCCCN1C(=O)Cn1c(=O)n(CCC(=O)NCc2ccco2)c(=O)c2sccc21 (configuration not stated)	0.0946	-0.2	0.245	0.9	8.9	4.9	-7.3	16.8	0.371
CC1CCCC(NC(=O)CC2Nc3ccccc3NC2=O)C1C (configuration not stated)	-0.161	-0.5	0.823	1	-5.7	1.9	-4.6	4.0	-0.0166
CCCCOc1ccc(/C=c2\sc3ncnn3c2=O)cc1	-0.56	-0.2	-0.0644	0.9	-21.4	1.2	-4.3	-1.3	2.68*
COCCCNC(=O)C1CCN(C(=O)c2cc3sccc3n2Cc2ccc(F)cc2)CC1	-1.03	-0.9	-0.165	0.9	9.4	-1.6	12.4	5.5	-0.248
Cc1c(NC(=O)COC(=O)c2cc3c4ccccc4n(C)c3s2)c(=O)n(-c2ccccc2)n1C	0.386	-0.3	1.11	0.9	-22.3	-2.5	5.4	14.4	-0.649
COc1ccc(C(=O)C(CO)Oc2ccccc2OC)cc1OC (configuration not stated)	-0.276	0.0	0.702	0.9	25.1	1.2	3.2	7.7	0.251
O=C(Nc1ccc(S(=O)(=O)C(F)F)cc1)c1cccc(S(=O)(=O)N2CCOCC2)c1	1.82	-0.4	-1.96	1	x	6.7	19.8	8.0	-0.769
Cc1nc2[nH]c(=O)c3c(n2n1)NC1=C(C(=O)CC(C)(C)C1)C3c1ccccc1 (configuration not stated)	-1.04	-1.4	0.195	0.9	-1.5	x	-6.6	5.3	-0.158
CCOc1ccccc1Oc1cn[nH]c1-c1ccc(OC)cc1O	x	-0.8	x	1.3	6.4	3.5	17.1	18.9	-0.51
COc1ccc(S(=O)(=O)NC(C(C)C)C(C)C)cc1OC	-0.0836	0.9	1.05	1	-3.9	7.9	0.6	5.8	-0.0164
CCOC(=O)N1CCN(C(=O)COc2ccccc2Cl)CC1	-0.437	-1.7	-0.0871	0.9	2.4	-5.0	0.2	17.7	-1.44
CCOc1ccccc1Oc1ccc(C(F)(F)F)cn1	0.562	-0.6	0.733	0.7	x	3.5	1.1	8.7	-4*
CC(=O)c1ccc(N2CCN(c3ccc(C(F)(F)F)cn3)CC2)cc1	0.473	-2.2	-0.386	0.9	88.0*	-1.9	12.2	24.1	-0.122
CCCCC(=O)N(c1ccc(OCC)cc1)C1C=CS(=O)(=O)C1 (configuration not stated)	0.843	-1.3	0.00196	1	-2.0	8.7	-2.5	9.8	-0.0737
CCOc1ccc(N2CCCCn3c2nc2c3c(=O)[nH]c(=O)n2C)cc1	-0.81	x	1.68	1	x	8.4	x	2.9	x
Cc1cc(C(=O)CN2C(=O)c3ccccc3S2(=O)=O)c(C)n1CC1CCCO1 (configuration not stated)	-0.265	-0.4	0.671	0.9	-7.0	-3.6	0.4	84.5*	-5.74*
